Compound activity as filed in PubChem BioAssay.
Myeloid diff MLP – compounds promoting myeloid differentiation; 360,000 tested, 1% active; calls only at 10 µM; ER-HoxA9 myeloid progenitors, lysozyme-GFP differentiation, flow cytometry;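 active = normalized GFP-positive differentiation at or above the plate's own cutoff, the solvent-only control mean plus 3 SD; inconclusive = no clear call, values can overlap the other calls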;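 also: cells exposed to compound for four days before flow analysis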
NTR1 agonist – NTR1-driven beta-arrestin-GFP spot formation – imaging, U2OS cells, high content, primary screen (AID 493036). 330,000 tested, 0.17% active. P30989. activation, % at 20 µM. agonist mode;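 active = activation at or above 40% of the spot to cytoplasm intensity ratio, with at least 20 cells analyzed; inconclusive = wells under 20 cells, flagged as cytotoxic or low count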;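 also: 0% = DMSO without peptide and 100% = 100 nM NTR1 peptide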
Target sequence (P30989 whole entry, looked up): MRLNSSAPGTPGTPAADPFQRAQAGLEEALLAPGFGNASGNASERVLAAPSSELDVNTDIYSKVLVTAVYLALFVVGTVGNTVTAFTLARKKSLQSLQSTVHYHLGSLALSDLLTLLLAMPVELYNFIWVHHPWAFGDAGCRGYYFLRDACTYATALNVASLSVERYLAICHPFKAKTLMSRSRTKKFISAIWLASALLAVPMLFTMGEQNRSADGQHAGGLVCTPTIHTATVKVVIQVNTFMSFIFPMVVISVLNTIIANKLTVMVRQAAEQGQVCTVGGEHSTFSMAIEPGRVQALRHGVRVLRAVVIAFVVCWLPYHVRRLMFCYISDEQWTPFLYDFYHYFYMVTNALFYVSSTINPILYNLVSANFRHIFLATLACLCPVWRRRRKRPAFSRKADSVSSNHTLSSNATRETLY
GPR55 activation – GPR55 agonists via beta-arrestin recruitment, primary screen, imaging, U2OS cells, beta-arrestin-GFP redistribution (AID 1961); U2OS GPR55 beta-arrestin-GFP redistribution imaging; higher % means a stronger effect; one-dose activation, % at 10 µM; EC50 in µM for titrated hits; 290,000 tested, 0.048% active;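 active = activation above 40% with more than 50 cells counted in the well; inconclusive = wells holding fewer than 50 cells, flagged as toxic or sparse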;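 also: U2OS osteosarcoma cells stably expressing GPR55 and beta-arrestin-GFP; plate controls were DMSO negative control for no effect and LPI positive control for full effect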
T cell HTS – modulates CD8 T cell binding to vesicles; 2C CD8+ T cell-vesicle binding, flow cytometry; active compounds read low; calls only at 7 µM; 330,000 tested, 0.068% active;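 active = response, share of CD8 T cells binding vesicles, and their 90th percentile fluorescence all below set limits, cut at about 80% in these data, passing the limit was not always enough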
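Test system: purified 2C TCR transgenic mouse naive CD8+ T cells. Probe or stimulus: QL9-peptide-loaded Drosophila micro-vesicles bearing Ld, ICAM-1 and B7-1. Incubation: binding step 1.5 h, 37 °C, antibody labelling 20 min, ice. Measured by: flow cytometry of vesicle-bound cells.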
NOD1 NF-kB reporter – NOD1 signaling inhibitors, primary screen, cell-based, luminescence, uHTS (AID 1578). NOD1-driven NF-kB luciferase reporter cells, luminescence; higher % means a stronger effect. inhibition, % at 4 µM; hits with a dose series show EC50 in µM. 290,000 tested, 1% active; in the data active = inhibition mostly above about 36%, no sharp cut-off; inactive = mostly below about 34%;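 also: HEK-293T reporter cells stimulated with the NOD1 agonist gamma-tri-DAP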
HEK293 NOD2/NF-kB – inhibition of NOD2-driven NF-kB reporter – cell-based, luminescence, uHTS, HEK293 (AID 1566) | HEK293 NOD2/NF-kB luciferase reporter, luminescence; higher % means a stronger effect | one-dose inhibition, % at 4 µM; EC50 in µM for titrated hits | 290,000 tested, 0.63% active; also: many of its hits are not listed in these tables
GPR55 antagonists – GPR55 antagonists blocking LPI-driven arrestin recruitment, primary screen, imaging, U2OS, beta-arrestin-GFP, LPI agonist (AID 2013); U2OS GPR55 beta-arrestin-GFP translocation imaging, LPI antagonism; higher % means a stronger effect; one-dose inhibition, % at 10 µM; IC50 in µM for titrated hits; 290,000 tested, 0.13% active;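 active = spots per cell inhibited over 60%, with over 100 cells counted and total cytoplasm intensity under 500,000; inconclusive = wells with under 100 cells, flagged as likely toxic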;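 also: U2OS cells stably carrying GPR55 and arrestin-GFP stimulated by 5 µM LPI near EC80; imaged beta-arrestin-GFP aggregate spots per cell after agonist stimulation; plate controls were LPI-stimulated DMSO wells for no effect and DMSO wells without LPI for full effect; some results filed as inactive read as strong as hits; confirmed hits need IC50 under 10 µM and bright autofluorescent wells are also inconclusive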
KOR beta-arrestin-1 – KOR agonists, beta-arrestin recruitment, primary screen, cell-based, luminescence, uHTS (AID 1777). KOR beta-arrestin recruitment, luminescence; higher % means a stronger effect. activation, % at 10 µM, or EC50 in µM where a hit was titrated. 280,000 tested, 0.02% active; in the data active = activation above about 50%, passing the limit was not always enough; also: a part of the inactive calls stands beside numbers as strong as those of hits
KOR beta-arrestin-2 – kappa opioid receptor blockers – cell-based, luminescence, uHTS (AID 1778). KOR beta-arrestin recruitment, luminescence, antagonist mode; higher % means a stronger effect. one-dose inhibition, % at 10 µM; IC50 in µM for titrated hits. 290,000 tested, 0.091% active; also: strong numbers were not always called active
T cell HTS vesicle-bound % – further read-out of T cell HTS, marked with its call; double positive events, %; measured here: CD8+ vesicle-bound cell fraction;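 binding gate set so that unloaded-vesicle control wells show 10% double positive cells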
NTR1 agonist cell count 20 µM – recorded beside NTR1 agonist, whose call it bears; cell count; measured here: cell count, cytotoxicity flag
Myeloid diff MLP GFP+ MAC1+ % – second read-out of Myeloid diff MLP, no call of its own (marks repeat the call); GFP+ MAC1+ double positive, %; measured here: differentiation confirmed by MAC1 staining
Numbers without * were called inactive; i = inactive; ? = inconclusive; . = no result given; [ ] = remark or other dose. Rule as the data show it, unless noted: active = inhibition above about 50%; inactive = the rest.

SMILES | Myeloid diff MLP | Myeloid diff MLP GFP+ MAC1+ % | NTR1 agonist | NTR1 agonist cell count 20 µM | GPR55 activation | T cell HTS | T cell HTS vesicle-bound % | NOD1 NF-kB reporter | HEK293 NOD2/NF-kB | GPR55 antagonists | KOR beta-arrestin-1 | KOR beta-arrestin-2
CCOC(=O)C1=NN(C(C)=O)C2(CC(=O)N(c3cccc(C)c3)C2=O)C1 (configuration not stated) | i | 0.3 | 0.5 | 89 | -0.5% | i | 62 | -11% | -2% | 12% | -4.7% | 15%
C=CC(C)(C)c1[nH]cnc1/C=C1\NC(=O)C(C(C)C)NC1=O (configuration not stated) | i | 2.0 | -1.3 | 99 | 0.0% | i | 52 | 4% | 27% | -5% | 0.7% | 16%
CC(=NCCCN(C)C)C1=C(O)c2ccccc2C1=O | i | 0.6 | -1.6 | 46 | 0.6% | i | 18 | -12% | -7% | -4% | 0.9% | -18%
CC12CN3CCN(CC(C3)C1(O)CN1CCOCC1)C2 (configuration not stated) | i | 0.6 | 2.3 | 39 | -0.2% | i | 16 | -11% | 16% | -3% | 3.7% | 0%
COc1ccc(C(C)=O)cc1COc1ccc(F)cc1 | i | 0.3 | 1.3 | 51 | 0.2% | i | 39 | -35% | 8% | 9% | -3.7% | 17%
CNC(=O)/C(C#N)=C/c1c(N(Cc2ccccc2)Cc2ccccc2)nc2c(C)cccn2c1=O | i | 0.2 | . | . | 1.1% | i | 39 | 26% | 10% | 11% | -1.8% | 1%
COCCn1c(SCC(=O)Nc2cc(Cl)ccc2OC)nc2c(c1=O)SC(C)C2 (configuration not stated) | i | 7.6 | -0.6 | 54 | 0.4% | i | 27 | -19% | 11% | 12% | 3.3% | 31%
CCCn1c(/C=C/c2ccccc2)nc2ccccc21 | i | 3.4 | 3.5 | 89 | -0.1% | i | 11 | -41% | -170% | -2% | 4.8% | -16%
CCn1c2ccc(F)cc2c2nnc(SCCN3CCOCC3)nc21 | i | 0.4 | 2.2 | 84 | 0.4% | i | 54 | 8% | 25% | -9% | -7.1% | 15%
CCCn1c(SCC(=O)N2CCc3ccccc32)nnc1-c1ccncc1 | . | . | -0.9 | 49 | -0.3% | . | . | -7% | 18% | -1% | 1.4% | -25%
CC(=O)c1cccc(NC(=O)COc2ccc3oc(=O)cc(C)c3c2)c1 | i | 3.3 | -1.9 | 83 | 0.2% | i | 27 | -10% | 22% | 6% | -0.7% | 10%[20 µM]
CN(CCO)C(=O)CCC(=O)Nc1ccc(S(N)(=O)=O)cc1 | i | 4.2 | 1.7 | 58 | -1.0% | i | 52 | -23% | -2% | 4% | -5.6% | -55%
CC(=O)N(c1cccc(C)c1)S(=O)(=O)c1ccc(Cl)cc1 | i | 0.4 | -0.8 | 40 | -0.5% | i | 22 | 7% | 11% | 9% | 0.0% | -4%
CCc1ccc2c(c1)C1(NN=C(c3ccc(C)cc3)S1)C(=O)N2 (configuration not stated) | i | 0.8 | 0.9 | 47 | 0.5% | i | 52 | 15% | -112% | -14% | 2.7% | -2%
COCCOC(=O)C1=C(C)NC(=O)NC1c1c(Cl)nc2c(C)cccn2c1=O (configuration not stated) | . | . | 2.1 | 50 | -0.4% | i | 44 | 1% | 11% | 0% | -2.8% | -12%
Cc1ccccc1CNC(=O)c1ccccc1 | i | 1.0 | 0.9 | 47 | 0.3% | i | 41 | 11% | 2% | 22% | -0.7% | -15%
COc1cccc(C(=O)NNS(=O)(=O)c2ccc(C)cc2)c1 | i | 0.8 | 1.4 | 73 | 0.3% | i | 38 | -11% | 20% | -16% | -9.0% | 0%[20 µM]
O=C(Nc1ccc(NC(=O)c2cccnc2Cl)cc1)c1cccc(Cl)c1 | i | 0.6 | -0.2 | 41 | -0.1% | i | 48 | -4% | 7% | -3% | 1.9% | -15%
CCOC(=O)/C(C#N)=C1/C=C(C)NC(c2ccccc2O)=N1 | i | 1.0 | 8.5 | 51 | -0.1% | i | 50 | 85% | 44% | -5% | -0.4% | 1%
C=CCOc1ccc(-c2n[nH]c(=S)o2)cc1 | i | 0.3 | -0.2 | 66 | -0.1% | i | 32 | -42% | -64% | 5% | . | -6%[20 µM]
O=C(NC(=S)Nc1cccc(Cl)c1N1CCCCC1)c1cccs1 | i | 4.8 | 35 | 78 | 0.9% | i | 51 | 12% | 14% | -8% | 1.1% | 13%
COC(=O)c1cc(Cl)c(NC(=O)c2cc(OC)c(OC)c(OC)c2)cc1OC | i | 5.6 | 0.9 | 55 | 0.0% | i | 53 | -14% | 5% | 4% | -4.0% | 16%
O=C1N=c2ccccc2=C1c1sc(NS(=O)(=O)Cc2ccccc2)nc1O | i | 0.1 | -1.6 | 65 | 0.0% | i | 32 | -10% | 5% | 0% | 6.6% | 14%
COc1ccc(Nc2ccc3c(c2)=NC2(CCCCC2)[N+]=3[O-])cc1 | ? | . | -1.8 | 76 | -0.1% | i | 11 | 9% | 30% | 2% | -1.2% | -32%
COc1cc2c(cc1OC)C(C)N(C(=O)c1cc3n(n1)C(C(F)(F)F)CC(c1ccco1)N3)CC2 (configuration not stated) | i | 2.1 | 0.3 | 40 | 0.7% | i | 48 | -1% | 20% | -3% | -19% | 26%
CC1CCc2cc(F)ccc2N1C(=O)CN1C(=O)c2ccccc2C1=O (configuration not stated) | i | 1.6 | -1.3 | 81 | -0.4% | i | 6 | -14% | -1% | 7% | -4.7% | 32%
FC(F)Oc1ccc(-c2c[n+]3c(n2-c2ccccc2)CCCCC3)cc1 | i | 1.8 | 2.4 | 53 | 0.3% | i | 14 | -6% | 1% | 10% | -0.4% | -9%
O=C1C(=O)N(Cc2cccnc2)C(c2ccc(Br)cc2)/C1=C(\O)c1ccc2c(c1)OCCO2 (configuration not stated) | i | 3.1 | 1.2 | 58 | -0.2% | i | 45 | -16% | -1% | 0% | 8.4% | 6%
Cc1ccc(-n2nnc3c(=O)n(Cc4ccccn4)cnc32)cc1C | i | 0.5 | 0.7 | 56 | -0.3% | i | 58 | -27% | -13% | -3% | -6.4% | 31%
CC(=O)NC(CCS(C)(=O)=O)C(=O)Nc1ccc2c(c1)OCCO2 (configuration not stated) | i | 8.4 | 0.6 | 60 | -0.3% | i | 24 | 2% | 19% | 0% | 1.5% | -4%
Cc1ccccc1NC(=O)CSc1nc2c(c(-c3ccco3)c1C#N)CCCC2 | i | 6.5 | 1.0 | 73 | 0.2% | i | 43 | -8% | 19% | -7% | 13% | 27%
CCCCNC(=O)c1cc(C)nn1-c1ccccc1 | i | 0.3 | -0.3 | 46 | 0.0% | i | 42 | -6% | 19% | 9% | 2.7% | -7%
O=C(CCCN1C(=O)c2cccc3cccc(c23)C1=O)N1CCN(c2ccccc2)CC1 | i | 0.2 | 5.6 | 51 | -0.2% | i | 4 | 29% | 5% | 0% | 9.2% | -12%
COc1ccc(CCn2c(=N)c(C(=O)NCCN3CCOCC3)cc3c(=O)n4cccc(C)c4nc32)cc1OC | i | 4.7 | 9.2 | 46 | -0.2% | i | 61 | -26% | 41% | -2% | 4.1% | -19%
C=CCN=C1CC(C)(C)CC(=O)/C1=C(\O)CCCN1C(=O)c2ccccc2C1=O | i | 0.8 | 0.6 | 48 | 0.0% | i | 47 | -30% | 21% | 1% | -4.4% | 7%
O=C(Nn1cnc2ccccc2c1=O)c1cccc(Cl)c1 | i | 0.1 | 0.3 | 98 | 0.0% | i | 47 | -50% | 2% | 7% | 2.8% | 10%
COc1ccc(OC)c(C2CC(=O)C(C)C(c3cc(OC)ccc3OC)N2)c1 (configuration not stated) | i | 0.8 | -0.1 | 42 | -0.1% | i | 60 | 2% | 8% | 3% | 0.7% | -51%
Cc1ccccc1C(=O)Nc1ccc(Cl)cn1 | i | 0.5 | 1.6 | 50 | 0.1% | i | 48 | -48% | -35% | -11% | 6.6% | 14%
CC(C)(C)N1C(=O)[C@H]2[C@@H](c3ccc(Br)cc3)N3C(=O)N(c4ccccc4)C(=O)[C@@]3(C)[C@H]2C1=O | i | 1.1 | 0.4 | 71 | 0.4% | i | 22 | -20% | -1% | -9% | -1.0% | -42%[20 µM]
Cc1nc2ccc(C(=O)N(C)CC3CCCN(CCc4ccc(Cl)cc4)C3)cc2[nH]1 (configuration not stated) | i | 1.9 | 1.2 | 55 | -0.2% | i | 21 | -18% | 13% | 16% | 3.3% | -20%
COc1cccc(CNC(=O)CN(C)S(=O)(=O)c2ccc3c(c2)n(C)c(=O)c(=O)n3C)c1 | i | 3.0 | -1.1 | 66 | -0.2% | i | 6 | -7% | 2% | 1% | 0.4% | 24%
S=c1nc(SCc2ccccc2)[nH]c2ccccc12 | i | 0.6 | 0.9 | 36 | 0.1% | i | 40 | -3% | 8% | 12% | -1.9% | -19%
CC(C)(C)NC(=O)CN(C(=O)c1csnn1)c1ccccc1-c1ccccc1 | i | 0.1 | 0.1 | 73 | 0.2% | i | 24 | -34% | -3% | -11% | . | -32%[20 µM]
CCOC(=O)C1=C(CN2CCN(CCC#N)CC2)NC(=O)NC1c1ccc2c(c1)OCO2 (configuration not stated) | i | 0.3 | -0.4 | 48 | -0.2% | i | 47 | -8% | 15% | 5% | -4.4% | -23%
CCOc1ccc(/C=C2/Sc3ccc(C(=O)N4CCN(C(=O)c5ccco5)CC4)cc3N(C)C2=O)cc1OC | . | . | 1.8 | 57 | -0.2% | i | 40 | 13% | 11% | -3% | 1.5% | -16%
C=CCn1c(SCC(=O)O)nnc1-c1ccccc1 | i | 2.1 | -1.8 | 82 | -0.3% | i | 24 | -14% | 10% | 3% | 9.1% | 20%
COc1ccc(-c2nc(C#N)c(NCC3CCCO3)o2)cc1 (configuration not stated) | i | 1.5 | 2.2 | 55 | 0.0% | i | 7 | -39% | -15% | 3% | -1.2% | 12%

Rewritten comma-delimited: part of the list above.
SMILES,Myeloid diff MLP,Myeloid diff MLP GFP+ MAC1+ %,NTR1 agonist,NTR1 agonist cell count 20 µM,GPR55 activation,T cell HTS,T cell HTS vesicle-bound %,NOD1 NF-kB reporter,HEK293 NOD2/NF-kB,GPR55 antagonists,KOR beta-arrestin-1,KOR beta-arrestin-2
C=CCn1c(SCC(=O)O)nnc1-c1ccccc1,i,2.1,-1.8,82,-0.3%,i,24,-14%,10%,3%,9.1%,20%
COc1ccc(-c2nc(C#N)c(NCC3CCCO3)o2)cc1 (configuration not stated),i,1.5,2.2,55,0.0%,i,7,-39%,-15%,3%,-1.2%,12%

Not all compounds are listed (hit frequency here may not be typical).
